Screens (PubChem)
E coli growth – bacterial growth inhibition, counter-screen for AddAB inhibitors. E. coli V3065 growth, OD600 absorbance, 18 h. inhibition, % at 11.9 µM. 330,000 tested, 0.27% active;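 active = inhibition above the campaign's mean inhibition across all tested compounds plus 3 SD, cut at about 9.9% in these data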;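 also: uninfected addAB+ strain grown without phage in ampicillin broth; 0% = DMSO wells and 100% = ciprofloxacin 0.95 µg/ml wells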
MOR-DOR ag – OPRM1-OPRD1 heterodimerization agonism; P35372+P41143; cells, luminescence; activation, % at 9.3 µM; 340,000 tested, 0.3% active; AID 504326; in the data active = activation above about 18%;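 also: 0% = vehicle-treated cells and 100% = reference agonist; values of inactives mirror those of a sister screen read the other way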
Pemphigus Ab inh – inhibitors of pemphigus antibody binding to human desmoglein-3; P32926; DSG3-coupled beads, scFv-anti-DSG3-GFP binding, flow cytometry; hits give low values; binding (percent of control), % at 10 µM; 310,000 tested, 0.48% active; AID 588358;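 active = binding more than 3 SD below its plate's average and above zero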;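 also: hits lower antibody fragment binding to DSG3; some compounds called inactive have numbers as strong as hits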
Target sequence (P32926 whole entry, looked up, the tested form may be a part): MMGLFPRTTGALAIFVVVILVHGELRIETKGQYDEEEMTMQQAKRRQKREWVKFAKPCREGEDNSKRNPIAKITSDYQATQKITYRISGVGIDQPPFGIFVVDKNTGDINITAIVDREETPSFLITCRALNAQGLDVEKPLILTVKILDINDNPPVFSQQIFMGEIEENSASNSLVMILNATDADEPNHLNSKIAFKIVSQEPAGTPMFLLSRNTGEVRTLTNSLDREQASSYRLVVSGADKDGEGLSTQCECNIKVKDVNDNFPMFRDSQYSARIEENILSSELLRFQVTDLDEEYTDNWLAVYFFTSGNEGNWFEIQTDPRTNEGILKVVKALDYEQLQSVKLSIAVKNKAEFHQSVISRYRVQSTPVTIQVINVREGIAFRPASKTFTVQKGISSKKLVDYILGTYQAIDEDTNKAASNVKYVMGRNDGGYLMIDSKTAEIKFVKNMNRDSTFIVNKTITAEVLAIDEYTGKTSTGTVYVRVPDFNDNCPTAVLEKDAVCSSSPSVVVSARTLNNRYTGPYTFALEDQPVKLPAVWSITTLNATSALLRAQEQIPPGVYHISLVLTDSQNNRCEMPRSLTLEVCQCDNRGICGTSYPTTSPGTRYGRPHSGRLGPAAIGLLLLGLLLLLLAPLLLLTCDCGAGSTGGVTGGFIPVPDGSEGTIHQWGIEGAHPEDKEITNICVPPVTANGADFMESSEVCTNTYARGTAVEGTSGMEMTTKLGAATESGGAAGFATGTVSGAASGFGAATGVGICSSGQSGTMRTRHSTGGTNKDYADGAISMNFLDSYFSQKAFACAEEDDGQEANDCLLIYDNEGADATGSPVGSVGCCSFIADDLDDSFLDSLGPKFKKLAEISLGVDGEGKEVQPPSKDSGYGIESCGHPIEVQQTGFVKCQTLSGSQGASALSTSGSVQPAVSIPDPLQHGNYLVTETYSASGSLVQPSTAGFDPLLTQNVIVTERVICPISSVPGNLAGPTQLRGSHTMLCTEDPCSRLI
phage Ecoli inh – E. coli growth loss with phage present | AID 651602 | 360,000 tested, 0.26% active | growth absorbance | inhibition, % at 11.9 µM; in the data active = inhibition above about 11%
Tat export inh – blocks Tat-dependent protein export in E. coli; E. coli MC4100 TorA-mCherry Tat export, fluorescence; inhibition, % at 10 µM; 340,000 tested, 0.036% active; AID 488895;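 active = mean replicate inhibition at least 50% and at least half of replicates individually reaching 50%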;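 also: exported cargo escapes ClpAP degradation while cytoplasmic cargo is degraded and loses fluorescence; 0% = median of neutral control wells and 100% = median of NaSCN control wells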
PfHsp90 set2 – reduces growth (ATP signal) of yeast expressing P. falciparum Hsp90; 310,000 tested, 0.32% active; AID 504621; S. cerevisiae expressing PfHsp90, BacTiter-Glo ATP, 48 h; yeast lacking PDR1 and PDR3 efflux regulators; inhibition, % at 9.4 µM;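 active = every replicate shows inhibition above about 80%, whatever the replicate mean, limit read from the data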;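 also: 0% = DMSO neutral controls and 100% = 20 µM radicicol positive controls; yeast relying on Plasmodium falciparum Hsp90 in place of its own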
PKA-R1A activ – PKA-R1A complex activation. P00514+P68181. PKA-R1A dissociation, Cy5-IP20 fluorescence polarization; scaled: DMSO 0%, 113 µM cGMP 100%. activation, % at 11.4 µM. 340,000 tested, 0.083% active. AID 504707;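 active = percent activation above the mean of all tested compounds plus 3 SD, cut at about 19% in these data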;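 also: higher means more PKAc released from R1A so a rise in polarization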
MOR-DOR inv ag – mu-delta opioid heterodimer inverse agonism. P35372+P41143. cell-based MOR-DOR heterodimer luminescence. inhibition, % at 9.3 µM. 340,000 tested, 0.21% active. AID 504357; in the data active = inhibition above about 22%, passing the limit was not always enough;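 also: 0% = cells with DMSO and 100% = wells without cells with DMSO; values of inactives mirror those of a sister screen read the other way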
SUMO Mot1 rescue – SUMOylation pathway inhibition by Mot1-301 growth rescue | AID 2716 | S. cerevisiae Mot1-301 growth rescue, ATP luminescence, 38.5C; percent above DMSO median, 100 means doubled | growth rescue, % at 18.8 µM | 320,000 tested, 1% active;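 active = every valid replicate shows activation above 250% relative to neutral control wells; inactive = the rest, any valid replicate at or below 250%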;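 also: OY570 slx delta 5 strain wells were the positive control but not used for scaling; some compounds called inactive have numbers as strong as hits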
Arrestin-AP2 inh – blocks beta-arrestin peptide binding to AP2 adaptin | inhibition, % at 10 µM | AID 504490 | 340,000 tested, 0.31% active | FITC-arrestin peptide / GST-AP2 beads, flow cytometry; AP2 beta2 appendage carries R879A mutation;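 active = inhibition above a set limit, near 3 SD of compounds lacking own fluorescence, cut at about 54% in these data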;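 also: plate controls were DMSO wells for no effect and 5 µM unlabelled arrestin peptide for full effect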
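Assay system: GST-AP2 R879A bound to glutathione beads, E. coli-expressed; Medium: PBS with 0.05% Tween 20 and 0.1% BSA; Also added: fluorescein-tagged arrestin peptide at 50 nM final; Timing: 12 min plus 1 h, RT; Measured by: flow cytometry, FL1 (488/535 nm); Evaluation: percent drop in bead-associated FITC signal.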
AddAB inh – less growth of phage-infected E. coli with AddAB. E. coli expressing H. pylori AddAB, absorbance growth. inhibition, % at 11.9 µM. 330,000 tested, 0.29% active; in the data active = inhibition above about 12%;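 also: 0% = vehicle wells of infected cells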
Numbers without * were called inactive; i = inactive; · = not tested or not shown.

SMILES	E coli growth	MOR-DOR ag	Pemphigus Ab inh	phage Ecoli inh	Tat export inh	PfHsp90 set2	PKA-R1A activ	MOR-DOR inv ag	SUMO Mot1 rescue	Arrestin-AP2 inh	AddAB inh
CC(=O)Nc1ccc(SCC(=O)Nc2oc(C)c3c(C)n[nH]c(=O)c23)cc1	0.3	-2.0	101	2.9	-4	·	8	12	-7	29	1.4
COc1ccc(C(=S)N2CCN(c3ccccc3C)CC2)cc1OC	·	-1.6	99	1.0	-4	·	0	9	·	-13	·
Cc1ccc2nc(COC(=O)c3cnccn3)cc(=O)n2c1	-1.1	-3.7	109	-0.6	1	·	-1	15	10	32	1.2
CCN(CC(=O)Nc1c(F)cccc1F)C(=O)CCc1nc2cc(S(=O)(=O)N3CCOCC3)ccc2n1C	0.8	-1.8	102	0.5	-7	-19	-10	12	-7	-15	-0.3
CCc1ccc(S(=O)(=O)Nc2cc3c(cc2N2CCOCC2)n(C)c(=O)c(=O)n3C)cc1	-0.7	-2.5	102	-1.3	3	5	6	13	-15	-10	1.1
COC(=O)CCC(=O)Nc1nccs1	-0.5	-4.3	96	2.4	-3	1	-8	20	-3	29	4.9
CC(C(=O)NC1CCCC1)N(c1ccc(Oc2ccccc2)cc1)S(C)(=O)=O (stereo not drawn)	2.1	-1.1	104	3.7	4	-22	14	6	10	-15	3.5
CCCCn1c(-c2nn(C)cc2Cl)n[nH]c1=S	1.5	-2.0	108	1.3	-3	19	-7	11	32	-4	1.7
CCOc1ccc(CNC(=O)C2CCCN(S(C)(=O)=O)C2)cc1OC (stereo not drawn)	1.5	-3.2	118	2.5	-5	-3	0	15	-7	-10	1.7
COc1ccc(NC(=O)Nc2ccon2)cc1OC	-0.3	-2.2	·	0.9	-3	0	-11	12	-1	-7	-1.9
CSc1ccc(NC(=O)NCc2ccccc2)cc1	2.4	-1.8	117	5.0	2	6	-5	10	34	-1	3.4
Cc1ccc(-n2nc3c(=O)n(CC(=O)NCc4cccs4)nc(C)c3c2C)cc1	-1.6	-1.5	·	4.1	-2	-1	5	8	-6	-7	-2.0
O=C(NCCS(=O)(=O)NC1CCCCC1)c1ccccc1	-0.7	-0.8	127	-0.5	-2	-15	2	4	13	-10	0.5
O=C(O)C1CCCN1S(=O)(=O)c1ccc2c(c1)CCC2 (stereo not drawn)	0.6	2.2	102	1.2	-2	-12	-6	-14	24	-3	-0.3
Cc1[nH]c2ccccc2c1SCC(=O)N1CCN(c2ccccc2)CC1	-0.8	1.9	100	3.9	2	-28	-9	-11	-2	-8	1.0
COc1ccc2c(c1)C(c1ccccc1)NC(=O)C2 (stereo not drawn)	1.4	-2.9	104	2.3	-2	8	-9	16	4	32	2.9
CCOC(=O)C1C(=O)CC(C)(O)C(C(=O)OCC)C1/C=C/c1ccccc1 (stereo not drawn)	·	-2.4	117	-1.2	-2	1	0	13	36	5	·
CCc1ccc(N/C(SCc2cccc(F)c2)=C(/C#N)C(=O)NCc2ccco2)cc1	-0.6	0.5	94	1.6	8	-5	-3	-3	0	28	0.9
CSc1nnc(N2C(=O)C(O)=C(C(=O)c3ccco3)C2c2cccc(Cl)c2)s1 (stereo not drawn)	-0.2	-1.6	112	-1.1	-8	-6	1	9	-22	8	-0.6
Cc1cc(C)c2c(-n3cccc3)c(C(=O)NNS(=O)(=O)c3ccccc3)sc2n1	-0.5	-1.2	109	2.0	-8	·	-1	7	·	32	1.2
Cc1ccc(S(=O)(=O)Nc2cncnc2NS(=O)(=O)c2ccc(C)cc2)cc1	·	-0.3	91	1.6	-1	12	15	1	·	-14	·
Cc1cccc(C)c1NC(=O)CN(C)C(=O)c1ccc2c(=O)n3c(nc2c1)CCC3	-1.4	1.3	105	1.3	-10	-5	-2	-7	5	13	0.3
CC(Sc1nnc(-c2ccco2)n1C)C(=O)Nc1ccc(N2CCOCC2)cc1 (stereo not drawn)	·	-0.5	91	2.4	4	11	-5	3	·	25	·
CCc1ccc(CN(C)C(=O)C2CCC(=O)N(CCc3ccc(OC)cc3)C2)nc1 (stereo not drawn)	-0.8	-0.7	125	0.6	4	3	7	3	6	2	2.0
COc1ccc(C2CC(=O)c3cc(OC)c(OC)cc32)cc1OC (stereo not drawn)	0.8	·	99	-1.3	0	7	·	·	-12	5	3.4
SMILES	E coli growth	MOR-DOR ag	Pemphigus Ab inh	phage Ecoli inh	Tat export inh	PfHsp90 set2	PKA-R1A activ	MOR-DOR inv ag	SUMO Mot1 rescue	Arrestin-AP2 inh	AddAB inh
O=C(Nc1nc2c(F)cccc2s1)c1ccc([N+](=O)[O-])o1	1.5	-0.7	102	0.7	-4	2	-16	4	7	5	3.6
CCN(C(=O)CSc1nncs1)c1c(N)n(Cc2ccccc2)c(=O)[nH]c1=O	-1.5	-1.8	105	2.6	-16	-10	-5	9	-2	21	1.6
COCCCNC(=S)Nc1ccc(N2CCCCC2)cc1	0.9	0.1	105	-0.5	-1	10	-7	-1	5	-10	1.4
Cc1cc(=O)oc2c(C)c(OCC(=O)NC3CC(C)(C)NC(C)(C)C3)ccc12	-1.4	0.7	111	4.7	-3	-27	-4	-4	-12	9	2.1
CCN(CCCNC(=O)C1CCC(=O)N1C1CCCC1)c1cccc(C)c1 (stereo not drawn)	-1.6	-3.1	109	0.1	1	-4	-1	17	7	0	1.0
O=[N+]([O-])c1ccc2nc(-c3ccc(OC(F)F)cc3)cn2c1	-1.5	7.0	99	3.4	1	-11	8	-38	-5	-8	-0.4
CCc1cccc(N(C(=O)c2csnn2)C(C(=O)NC2CCCC2)c2cccnc2)c1 (stereo not drawn)	0.1	-1.2	117	3.0	4	-10	2	8	-23	3	2.0
COc1ccccc1Nc1ncccc1C(=O)O	-0.6	-2.2	110	1.1	-5	-14	7	12	-6	-1	0.9
COc1ccc(-c2noc(=O)[nH]2)cc1	0.1	1.7	99	3.4	-1	-10	-2	-10	0	11	2.1
Cc1n[nH]c(=S)n1/N=C/c1ccc(OCc2ccc(Cl)cc2)cc1	0.8	3.5	·	1.7	-2	·	-3	-17	-9	-6	0.3
CNC(=O)CSc1nc2cccnc2n1C1CCCCC1	-1.7	-1.7	118	-0.8	-3	11	-6	8	17	-6	0.3
Nc1ccc(S(=O)(=O)N2CCCC2)cc1	-2.0	-2.2	108	2.6	7	19	-7	11	1	-1	1.4
O=C(O)CSCc1cnn(-c2ccccc2)c1-n1cccc1	-0.8	0.3	106	0.8	1	19	2	-2	-2	-1	2.0
CCCc1cc(=O)oc2cc(C)cc(OCC(=O)NC3CC3)c12	0.3	-1.3	99	0.1	-5	-5	3	7	45	42	2.7
O=C(c1ccc2c(c1)[nH]c(=S)n1c3ccccc3nc21)N1CCN(c2ncccn2)CC1	-0.8	-0.1	·	2.7	35	-22	-13	0	4	-11	-1.4
O=C1C(Cc2ccccc2)Nc2ncnc(N3CCOCC3)c2N1Cc1ccc(Br)cc1 (stereo not drawn)	-0.4	-5.5	100	1.4	-4	-1	7	32	39	2	0.0
COc1ccc2c(CC(=O)OCC(=O)Nc3ccccc3[N+](=O)[O-])coc2c1	-0.6	-3.0	100	4.9	2	3	5	14	23	7	3.4
Cc1cc(C)cc(C(=O)N(CCc2ccccc2)C2=CC3CCC(C2)N3C)c1 (stereo not drawn)	-1.4	104*	108	4.3	5	-6	8	i	-3	8	0.0
Cc1nn(C)c(NC(=O)c2ccc([N+](=O)[O-])cc2)c1Cl	1.2	-1.0	105	2.4	-3	12	5	5	-22	7	-0.1
Cn1nnnc1SCC(=O)N1N=C(c2ccc(Cl)cc2)CC1c1ccco1 (stereo not drawn)	-0.3	-0.7	99	5.8	-9	11	-1	4	-15	-18	0.0
Cc1cc2c(cc1S(N)(=O)=O)S(=O)(=O)CCC2	1.9	-1.1	124	1.9	-7	6	2	6	291	4	2.9
CCOC(=O)C1=CN(CC2CCCO2)C=C(C(=O)OCC)C1c1ccccc1C(F)(F)F (stereo not drawn)	-2.7	2.1	108	0.9	1	-4	-4	-10	480	-9	-4.2
CCOc1ccc(N2C(=O)CC(S/C(N)=N/N=C/c3cccs3)C2=O)cc1 (stereo not drawn)	0.6	-1.5	110	0.8	-3	·	-16	8	4	-10	1.4
Cn1c(=O)c2c(C(=O)O)cc(-c3ccccc3)nc2n(Cc2ccccc2)c1=O	0.2	-1.3	106	-1.5	12	-8	-4	7	-10	2	1.7
COc1ccc(C(C(=O)NC2CCCCC2)N(C(=O)Cc2c[nH]c3ccccc23)c2ccc(NC(C)=O)cc2)cc1OC (stereo not drawn)	2.2	26*	102	-0.7	-1	14	-6	-115	0	33	-0.8

Overlap with the part before: 2 entries, then new ones.
SMILES	E coli growth	MOR-DOR ag	Pemphigus Ab inh	phage Ecoli inh	Tat export inh	PfHsp90 set2	PKA-R1A activ	MOR-DOR inv ag	SUMO Mot1 rescue	Arrestin-AP2 inh	AddAB inh
Cn1c(=O)c2c(C(=O)O)cc(-c3ccccc3)nc2n(Cc2ccccc2)c1=O	0.2	-1.3	106	-1.5	12	-8	-4	7	-10	2	1.7
COc1ccc(C(C(=O)NC2CCCCC2)N(C(=O)Cc2c[nH]c3ccccc23)c2ccc(NC(C)=O)cc2)cc1OC (stereo not drawn)	2.2	26*	102	-0.7	-1	14	-6	-115	0	33	-0.8
COc1ccccc1NC(=O)COC(=O)c1ccccc1OCC(=O)Nc1ccc(SC(F)F)cc1	-0.3	-1.3	107	3.4	0	-20	-3	7	13	0	0.6
COc1ccc(C(=O)c2nc3c(n2O)CCCCC3)cc1	-1.9	0.4	100	-0.6	-2	-48	1	-2	18	15	-0.8
CC12CCC(C(=O)N(CC(O)CN3CCCCCC3)C1=O)C2(C)C (stereo not drawn)	-1.6	1.4	86	3.8	-2	·	5	-10	5	-3	4.3
CC(=O)c1cnc(Oc2cc(Cl)ccc2Cl)nc1C	-2.4	-2.1	97	2.2	0	3	1	9	0	2	-0.9
CCOC(=O)c1ccc(S(=O)(=O)N2CCN(C(=O)c3cccc(S(=O)(=O)N4CC(C)OC(C)C4)c3)CC2)cc1 (stereo not drawn)	·	-1.6	·	4.4	1	10	-14	7	·	3	·
Cc1cc(C(=O)COC(=O)c2n[nH]c3ccccc23)c(C)n1CC1CCCO1 (stereo not drawn)	1.9	-0.6	104	-4.9	-7	-5	0	3	-23	2	-0.3
CNS(=O)(=O)c1ccc(NC(=O)c2csc(C)c2)cc1	2.6	0.1	113	4.8	2	-38	3	0	35	6	2.8
COc1ccc(CN2CCN(Cc3cc4ccccc4o3)CC2CCO)c(F)c1 (stereo not drawn)	·	-2.1	116	2.3	-3	6	-4	11	1	12	·
O=S(=O)(c1ccccc1)c1nc(Cc2ccccc2)oc1N1CCOCC1	1.8	-2.1	95	-1.1	3	-11	7	14	-8	20	2.0
O=C1c2ccccc2NC(c2ccccc2)N1Cc1ccccc1 (stereo not drawn)	-0.8	-1.9	113	2.1	2	14	2	10	-3	-13	-0.1
